# CAL PDZ FP-1 = blocks peptide binding to human CAL PDZ domain | AID 504414 | actives 0.02% (n = 330,000) | inhibition, % at 20 µM | purified CAL PDZ, TMR-peptide fluorescence polarization, 1 h | Q9HD26;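 active = highest replicate inhibition of at least 40%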;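 note: plate controls were DMSO neutral control wells for no effect and unlabeled competitor peptide control wells for full effect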
#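 Read-out basis: mP drop reported as inhibition | Assay system: Tagged CAL PDZ protein CerCALP, purified | Benchmarks: Unlabelled peptide for full inhibition, DMSO wells as neutral | Schedule: 1 h incubation at room temperature before polarization reading | Buffer or medium: Sodium phosphate/NaCl buffer pH 7.4 with TCEP, IgG, Thesit | Doses: Single point, 20 µM | Measured by: Fluorescence polarization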
# Keap1 Nrf2 FP = disrupts human Keap1 binding to Nrf2 peptide | inhibition, % at 9.4 µM | AID 504523 | actives 0.15% (n = 340,000) | Keap1 Kelch-Nrf2 peptide fluorescence polarization, 1536-well; in the data active = inhibition above about 12%;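 note: human Keap1 Kelch domain with fluorescein labeled Nrf2 9mer peptide probe; 0% = neutral control wells and 100% = peptide positive control; higher means more block of Keap1 binding to Nrf2 peptide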
# Target sequence (Q14145 whole entry, looked up, the tested form may be a part): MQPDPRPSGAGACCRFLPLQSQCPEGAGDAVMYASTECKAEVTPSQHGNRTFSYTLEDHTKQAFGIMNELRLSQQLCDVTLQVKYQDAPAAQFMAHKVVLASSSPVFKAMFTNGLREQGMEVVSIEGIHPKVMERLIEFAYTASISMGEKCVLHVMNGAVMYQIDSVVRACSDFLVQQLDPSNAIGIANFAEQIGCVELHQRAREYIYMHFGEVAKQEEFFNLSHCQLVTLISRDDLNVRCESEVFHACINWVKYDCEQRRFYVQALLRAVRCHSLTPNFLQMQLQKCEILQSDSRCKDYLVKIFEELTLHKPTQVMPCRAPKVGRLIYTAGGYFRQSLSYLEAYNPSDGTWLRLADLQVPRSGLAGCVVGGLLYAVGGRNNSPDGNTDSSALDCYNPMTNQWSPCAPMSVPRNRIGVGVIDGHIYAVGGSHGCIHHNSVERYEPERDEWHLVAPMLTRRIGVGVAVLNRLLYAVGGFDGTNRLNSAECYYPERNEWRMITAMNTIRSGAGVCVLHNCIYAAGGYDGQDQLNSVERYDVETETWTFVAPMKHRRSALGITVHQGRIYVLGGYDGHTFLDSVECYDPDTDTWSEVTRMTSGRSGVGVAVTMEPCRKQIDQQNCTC
# Rtt109 Vps75 = C. albicans Rtt109 histone acetyltransferase inhibition. Q5AAJ8. purified Rtt109/Vps75, ThioGlo CoA-SH fluorescence, 4 h. inhibition, % at 34.9 µM. actives 0.16% (n = 330,000). AID 540336;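 active = inhibition of at least 50% in every replicate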
# LANA DNA inh = KSHV C-LANA DNA binding inhibition; MBP-C-LANA/FAM-LBS DNA binding, fluorescence polarization; inhibition, % at 9 µM; actives 0.078% (n = 340,000); AID 504423;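 active = highest replicate inhibition at or above 60% at 9 µM, even if other replicates fall short; inactive = all replicates below 60% inhibition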;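 note: 0% = neutral control wells and 100% = 4 µM acridine orange control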
# DAGLB inh = diacylglycerol lipase beta (human) inhibition; HEK293T DAGLB membrane lysate, EnzChek fluorogenic substrate; inhibition, % at 5.17 µM; actives 0.059% (n = 340,000); AID 504411; Q8NCG7; in the data active = inhibition above about 34%;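 note: 0% = enzyme with vehicle and 100% = wells lacking enzyme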
# cardiac RTF act = increases calcium sensitivity of human cardiac regulated thin filaments | IANBD-labeled TnC RTF fluorescence at EC20 calcium; 0% EC20 calcium, 100% full calcium | AID 493008 | actives 0.24% (n = 340,000) | P19429+P45379 | activation, % at 7.2 µM;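 active = activation above the mean over all tested compounds plus 3 SD, cut at about 30% in these data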;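 note: rise in fluorescence read as greater calcium sensitivity of cardiac thin filaments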
# Cardiac RTF inh = cardiac RTF calcium desensitization. P19429+P45379. AID 493244. actives 0.12% (n = 340,000). inhibition, % at 7.15 µM. IANBD-labeled cardiac RTF, Ca2+ fluorescence;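 active = inhibition above the mean inhibition of all tested compounds plus 3 SD, cut at about 17% in these data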;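 note: assay run at fixed EC70 calcium of 1.6 mM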
# CAL PDZ FP-2 = blocks peptide binding to the human CAL PDZ domain; actives 0.92% (n = 300,000); inhibition, % at 24.9 µM; purified CAL PDZ, TMR-peptide fluorescence polarization, 1 h; AID 602252; Q9HD26;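 active = mean inhibition of at least 30% with at least half of replicates also reaching 30%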;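 note: 0% = DMSO neutral control and 100% = excess unlabeled competitor peptide PRC23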
# SR-BI uptake up = SR-BI HDL lipid transfer activation. actives 0.096% (n = 320,000). CHO ldlA[mSR-BI] cells, DiI-HDL uptake fluorescence, 3 h; 100 = double the neutral-control signal. activation, % at 12.5 µM;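 active = mean replicate activation of at least 60% and every replicate at or above 60%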;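 note: 0% = median plate neutral-control signal and 100% = twice that signal; values of inactives mirror those of a sister screen read the other way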
#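 System: LDL receptor-deficient CHO ldlA cells overexpressing murine SR-BI | Timing: 3 h uptake period with compound, 37 °C | Medium: HEPES-buffered (25 mM, pH 7.4) F12 plus 0.5% BSA | Dosing: Single-point compound dose | Signal: Bottom-read fluorescence, 550/595 nm | Read-out: Retained DiI signal reflecting DiI-HDL uptake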
# PKA-R2B activ = PKA-R2B complex activation; actives 0.079% (n = 340,000); activation, % at 11.4 µM; PKA-R2B holoenzyme dissociation, Cy5-IP20 fluorescence polarization; R2B truncated from residue 108, S112A mutant; 0% DMSO only, 100% 113 µM cGMP; AID 504700;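 active = activation above a cutoff set at the mean over all compounds plus 3 SD, cut at about 18% in these data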;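 note: higher means more holoenzyme dissociation and a rise in polarization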
# Target sequence (P31323 whole entry, looked up, other chains not shown, the tested form may be a part): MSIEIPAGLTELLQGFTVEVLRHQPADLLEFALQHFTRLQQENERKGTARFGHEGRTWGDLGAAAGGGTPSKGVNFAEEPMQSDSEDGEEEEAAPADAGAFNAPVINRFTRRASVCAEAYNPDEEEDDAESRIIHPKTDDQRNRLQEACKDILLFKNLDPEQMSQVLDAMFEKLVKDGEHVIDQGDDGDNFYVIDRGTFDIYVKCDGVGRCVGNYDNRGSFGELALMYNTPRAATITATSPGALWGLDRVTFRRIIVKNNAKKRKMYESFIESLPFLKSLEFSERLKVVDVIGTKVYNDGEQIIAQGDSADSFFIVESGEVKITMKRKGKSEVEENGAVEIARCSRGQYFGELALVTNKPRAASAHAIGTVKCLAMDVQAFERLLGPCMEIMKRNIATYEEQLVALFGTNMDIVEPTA
# Active calls of the source: *; . = not tested or not shown.
no.	Structure	CAL PDZ FP-1	Keap1 Nrf2 FP	Rtt109 Vps75	LANA DNA inh	DAGLB inh
1	CCOC(=O)Nc1cc(C(=O)OC)ccc1C	0.8	1	3	-0.4	-1
2	NC(=O)C1CCCN(C(=O)CNC(=O)C23CC4CC(CC(C4)C2)C3)C1 (stereo unspecified)	-0.4	-2	3	0.4	-1
3	CCOc1cc(/C=N/NS(=O)(=O)c2ccccc2)ccc1OS(=O)(=O)c1ccc(C)cc1	-0.4	0	-3	0.5	-1
4	O=[N+]([O-])c1cnc2ccccn12	-1.2	-4	-2	-1.0	-3
5	Nc1cccc(-c2cc3ccccc3oc2=O)c1	-2.5	-2	-7	0.1	1
6	CCOc1ccccc1NC(=O)CSc1nncc2ccccc12	-2.2	-4	30	0.0	-2
7	COCc1c(Br)c(C)nc(OCC(=O)O)c1C#N	1.0	-5	2	-1.1	-1
8	Cc1ccc(NC(=O)CSCC(N)=O)cc1C	0.5	1	-16	1.1	-5
9	COc1ccc(C(=O)OCCOc2cccc(Cl)c2)cc1S(=O)(=O)N1CCOCC1	-4.3	0	16	0.9	-3
10	CCN(CC(=O)Nc1c(F)cccc1F)C(=O)/C=C/c1ccc(C)cc1	0.2	-4	0	-1.3	0

no.	cardiac RTF act	Cardiac RTF inh	CAL PDZ FP-2	SR-BI uptake up	PKA-R2B activ
1	3	-11	-2	3	8
2	-8	-1	0	9	6
3	-5	1	-4	-11	-7
4	-3	-3	-4	10	-2
5	0	-14	-2	-4	1
6	-5	2	-3	-11	0
7	-1	1	-2	11	11
8	-4	-8	-4	53	7
9	2	0	5	-40	0
10	-5	6	2	-6	0

# (further entries)
no.	Structure	CAL PDZ FP-1	Keap1 Nrf2 FP	Rtt109 Vps75	LANA DNA inh	DAGLB inh
11	Clc1cccc(-c2nc(NCC3CCCO3)c3ccccc3n2)c1 (stereo unspecified)	-1.5	-2	-2	-1.4	-2
12	CCOC(=O)c1cn(Cc2c(C)c(C)c(C)c(C)c2C)nn1	-0.7	-2	-7	-0.5	-4
13	Cc1ccc(Cl)c(OCC(=O)OCC(=O)NC2CCCc3ccccc32)c1 (stereo unspecified)	-0.4	-1	0	2.3	-2
14	CCN(Cc1nc2cc(Cl)ccc2c(=O)[nH]1)C(=O)c1cccc(NC(=O)c2cccs2)c1	-3.6	-2	-3	-0.5	3
15	COc1ccc(NC(=O)CSc2nnc(-c3cccs3)n2N)cc1S(N)(=O)=O	-1.1	-1	-2	0.0	1
16	COc1ccc(C)cc1NC(=O)c1nn(C)cc1Br	-2.4	-4	-1	-1.0	-1
17	C[C@]12C(=O)N(c3ccc(Br)cc3)C(=O)N1[C@H]1c3ccccc3OC[C@@H]1[C@H]2c1ccccc1	0.0	-6	0	0.8	-21
18	COc1ccc(C(=O)Cc2cc(OC)c(OC)cc2[N+](=O)[O-])c(OC)c1	-1.8	1	1	-0.3	-3
19	Cc1cnc(C(=O)OC(C(=O)c2ccccc2)c2ccccc2)cn1 (stereo unspecified)	-1.2	2	0	0.6	2
20	Cc1ccc2cc(CCNC(=O)CCCc3ccccc3)c(=O)[nH]c2c1	-2.8	0	2	0.1	0

no.	cardiac RTF act	Cardiac RTF inh	CAL PDZ FP-2	SR-BI uptake up	PKA-R2B activ
11	3	3	-5	-56	-2
12	4	-5	.	-31	-10
13	-3	0	-14	39	-7
14	-2	-7	-7	-25	-11
15	-2	-2	-1	-4	-1
16	0	-5	4	-7	-7
17	0	-10	-7	-37	-14
18	1	-2	3	-20	6
19	1	-10	.	13	4
20	3	-6	-7	3	9

# Arranged by the number under CAL PDZ FP-1 (descending): some entries from above
nr	Molecule	CAL PDZ FP-1	Keap1 Nrf2 FP	Rtt109 Vps75	LANA DNA inh	DAGLB inh	cardiac RTF act	CAL PDZ FP-2	SR-BI uptake up	PKA-R2B activ
19	Cc1cnc(C(=O)OC(C(=O)c2ccccc2)c2ccccc2)cn1 (stereo unspecified)	-1.2	2	0	0.6	2	1	.	13	4
11	Clc1cccc(-c2nc(NCC3CCCO3)c3ccccc3n2)c1 (stereo unspecified)	-1.5	-2	-2	-1.4	-2	3	-5	-56	-2
18	COc1ccc(C(=O)Cc2cc(OC)c(OC)cc2[N+](=O)[O-])c(OC)c1	-1.8	1	1	-0.3	-3	1	3	-20	6
20	Cc1ccc2cc(CCNC(=O)CCCc3ccccc3)c(=O)[nH]c2c1	-2.8	0	2	0.1	0	3	-7	3	9

# Other results follow:
no.	Structure	CAL PDZ FP-1	Keap1 Nrf2 FP	Rtt109 Vps75	LANA DNA inh	DAGLB inh
21	CCCn1nnc(NC(=S)NC(=O)/C=C/c2ccco2)n1	-1.1	-2	2	1.7	3
22	COc1ccc(NC(=O)CCCNC(=O)c2ccc(Cl)cc2)c(OC)c1	-0.6	1	-3	-0.3	-1
23	O=C(CSc1nncs1)NCc1ccc(F)cc1	-2.9	-4	33	-1.1	2
24	CC1CCCC(NC(=O)C2COc3ccccc3O2)C1C (stereo unspecified)	-1.4	3	-3	0.3	-6
25	COc1cc(C)nc(N2CCC(C(=O)NC3CCCCC3)CC2)n1	-1.7	-4	0	2.1	-3
26	C=CCOC(=O)C1=C(C)Nc2ncnn2C1c1cccs1 (stereo unspecified)	-0.8	-1	-1	-1.2	1
27	COC(=O)c1cc(C(C)=O)c(C)[nH]c1=O	0.5	0	-5	2.6	-2
28	COC(=O)c1ccccc1C(=O)N(Cc1cccnc1)CC1CCCN(C2CCCCC2)C1 (stereo unspecified)	-3.0	0	-5	1.1	-2
29	CCOC(=O)C(NC(=O)Nc1ccc(Cl)cn1)(Oc1ccc(F)cc1)C(F)(F)F (stereo unspecified)	-0.8	-3	-9	0.5	-1
30	O=C1OCc2cc(NS(=O)(=O)c3cccs3)ccc21	-0.6	-7	-14	-0.5	1

no.	cardiac RTF act	Cardiac RTF inh	CAL PDZ FP-2	SR-BI uptake up	PKA-R2B activ
21	0	-4	.	17	-7
22	-8	-4	.	2	8
23	-2	-12	0	.	-13
24	-2	-7	.	-4	-4
25	5	-6	2	21	10
26	-1	3	-3	19	-2
27	9	-9	.	10	-11
28	4	-2	-2	13	3
29	-3	2	-3	0	-7
30	9	-15	-4	4	1

# (listing goes on)
no.	Structure	CAL PDZ FP-1	Keap1 Nrf2 FP	Rtt109 Vps75	LANA DNA inh	DAGLB inh
31	CCOc1ccc(CNc2ccc(N3CCCC3)cc2)cc1	.	3	6	1.9	10
32	CN(C)CCCn1c2c(c(SCC(=O)Nc3ccc4c(c3)OCO4)nc1=O)CCCC2	-2.5	-3	-11	-1.7	4
33	COc1ccc(C(C(=O)NC(C)(C)C)N(CCC(C)C)C(=O)CCC(=O)Nc2cc(C)on2)cc1 (stereo unspecified)	1.3	-2	17	0.1	-3
34	O=C(Nc1ccc([N+](=O)[O-])cc1)N1CCc2ccccc2C1	-2.5	-2	-1	-2.0	-2
35	CCOC(=O)Cc1cc(=O)n2[nH]cc(-c3ccc(Cl)cc3)c2n1	-1.3	-3	4	1.4	8
36	CCOC(=O)c1sc2ncn(C(C)C(=O)OC)c(=O)c2c1C (stereo unspecified)	-1.2	5	-8	-1.4	-2
37	COc1ccccc1-c1nnc(SCC(=O)NC2CCCCC2)n1N	-1.2	-2	7	-4.1	1
38	Cc1cc(OCC(=O)NN2C(=O)c3ccccc3C2=O)ccc1Cl	-1.1	1	4	0.7	-2
39	CC(C)c1nc(-c2ccccn2)no1	-1.5	1	-7	0.5	-1
40	O=C(NCc1ccc2c(c1)OCO2)c1ccccn1	.	1	-1	-0.5	-3

no.	cardiac RTF act	Cardiac RTF inh	CAL PDZ FP-2	SR-BI uptake up	PKA-R2B activ
31	8	-3	0	-28	-30
32	2	-17	-1	18	-1
33	-8	-21	4	-3	6
34	-4	7	-1	-33	1
35	8	0	9	13	0
36	0	6	-4	10	-3
37	5	-6	0	4	1
38	1	1	.	30	-4
39	-4	-6	.	24	11
40	8	-12	4	33	-7

# Next section:
no.	Structure	CAL PDZ FP-1	Keap1 Nrf2 FP	Rtt109 Vps75	LANA DNA inh	DAGLB inh
41	CCOc1ccccc1-n1c(SCC(N)=O)nnc1-c1ccco1	.	-1	7	2.1	4
42	CCOC(=O)N1CCC(NC(=O)CCC(=O)N2CC(C)Oc3ccc(Cl)cc32)CC1 (stereo unspecified)	-2.8	-1	-1	-0.2	0
43	COc1ccc(-n2c(SCC(=O)N3CCc4ccccc43)nnc2-c2c[nH]c3ccccc23)cc1	0.3	1	-6	1.5	0
44	CC(O)c1cccc(NC(=O)CCC(=O)O)c1 (stereo unspecified)	-1.4	-6	.	1.0	0
45	COCCCNCC(O)COc1cccc2[nH]c(C)cc12 (stereo unspecified)	0.2	-5	8	-3.7	0
46	CCCOC(=O)c1c(NC(=O)CSc2nc(-c3ccco3)cc(C(F)(F)F)n2)sc(C(=O)OC)c1C	-0.6	-6	-12	-0.7	-2
47	COC(=O)C1=C(C(=O)OC)C(c2cc(Br)ccc2O)c2sc(=O)[nH]c2S1 (stereo unspecified)	-0.6	0	1	1.2	7
48	COC(=O)C(C)Sc1nc(N)c(NC(=O)c2ccco2)c(=O)[nH]1 (stereo unspecified)	0.1	-8	-5	-0.8	-1
49	O=C(NNC(=S)Nc1ccc(Cl)cc1)c1cccs1	-4.8	-3	6	0.5	3
50	C=CCC[C@H](Cc1ccc(F)cc1)C(=O)OC[C@@H](NC(=O)[C@H](CC=C)CC(=O)NCCO)C(C)(C)C	-1.0	-1	2	-0.8	1

no.	cardiac RTF act	Cardiac RTF inh	CAL PDZ FP-2	SR-BI uptake up	PKA-R2B activ
41	7	0	-1	14	-10
42	2	5	-6	-61	-5
43	2	-2	.	-2	2
44	1	5	-1	3	-6
45	6	-1	2	-6	-7
46	1	-3	.	-34	13
47	-3	-2	-1	0	-9
48	2	-7	-3	2	2
49	5	0	-4	-4	-6
50	3	2	2	-14	-2

# (listing goes on)
no.	Structure	CAL PDZ FP-1	Keap1 Nrf2 FP	Rtt109 Vps75	LANA DNA inh	DAGLB inh
51	CCc1ccc(-n2c(SCC(=O)N3Cc4ccccc4CC3C(=O)O)nnc2-c2ccncc2)cc1 (stereo unspecified)	-0.2	-5	-19	1.8	0
52	CCCCNS(=O)(=O)c1ccc(OC)c(C)c1	0.5	0	-6	-0.3	-3
53	COC(=O)C1=C(Nc2cc(Cl)cc(Cl)c2)CSC1	1.1	-6	.	-0.2	-3
54	Cc1nc(NC(=O)c2ccccc2)sc1-c1csc(N)n1	0.3	-1	-6	0.3	2
55	COc1ccc(OC)c(/C=N/NC(=O)c2ccc(N(C)S(=O)(=O)c3ccccc3)cc2)c1	-2.0	-5	31	1.7	-5

no.	cardiac RTF act	Cardiac RTF inh	CAL PDZ FP-2	SR-BI uptake up	PKA-R2B activ
51	0	0	2	.	-4
52	0	-6	-4	-44	4
53	4	2	11	-3	-1
54	-1	5	-3	.	6
55	-3	12	-3	-51	-11

# Down the list, quoted from above.
# Compounds 51 to 55 in PKA-R2B activ, in turn: -4, 4, -1, 6, -11
